Assay outcomes as filed in PubChem BioAssay.
CSM14.1 death rescue: rescue of cells from ER stress-induced death, primary screen, 384-well, CSM14.1, thapsigargin, ATP luminescence (AID 1222) | CSM14.1 thapsigargin-induced death rescue, ATP luminescence; higher % means a stronger effect | cellular ATP content (survival), % at 20 µM; hits with a dose series show EC50 in µM | 190,000 tested, under 10 active;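 active = EC50 below 50 µM in the dose-response confirmation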;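 note: death triggered by thapsigargin at about 15 µM added after 2 h compound pretreatment; cell ATP read after overnight thapsigargin exposure of roughly 18 to 22 hours; normalized against plate controls of thapsigargin alone and 5% DMSO vehicle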
Dynein transport: blocks dynein driven cargo transport along microtubules | 3617.4 mouse cells, GR-EGFP nuclear translocation imaging; test concentration mostly 20 µM; stimulated with dexamethasone, 1 µM; active compounds read low | z-score, hits read low | 0.47% of 220,000 active;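 active = plate z-score of nuclear minus cytoplasmic receptor signal below a set negative limit, without overly bright fluorescence or cell loss, cut at about -3.5 in these data, passing the limit was not always enough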;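 note: z-score of nuclear minus cytoplasmic ring GR-EGFP intensity difference per well; some compounds called inactive have numbers as strong as hits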
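Buffer or medium: tet-free, stripped-serum medium; Also added: dexamethasone, 1.0 µM final; Technique: high-content fluorescence imaging after fixation; Times: 48 h induction, 1 h compound, 30 min dex at 37 °C; Read-out: per-cell GR-EGFP intensity, nucleus versus surrounding cytoplasmic ring, well-averaged.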
UTI89 phage lysis: inhibition of K1F phage lysis, E. coli UTI89, bacterial capsule biogenesis inhibitors, alamar blue (AID 488966); E. coli UTI89 K1F phage lysis, alamar blue, 2 h; higher % means a stronger effect; one-dose inhibition, % at 100 µM; IC50 in µM for titrated hits; 0.02% of 340,000 active;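 active = phage lysis inhibition, versus mean bacterial control, above a set limit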;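 note: capsule biogenesis inhibitors block K1F phage lysis so surviving cells raise fluorescence; higher fluorescence means more inhibition of phage lysis; actives were called in the ten point dose series up to 300 µM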
M1AAP inhibition: P. falciparum M1AAP inhibitors, biochemical, fluorogenic H-Leu-NHMec substrate, 1536-well (AID 1445); recombinant M1AAP, H-Leu-NHMec fluorogenic kinetic assay; higher % means a stronger effect; inhibition, % at 30 µM; hits with a dose series show IC50 in µM; 0.42% of 220,000 active;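 active = primary inhibition above the hit cutoff, then over 50% inhibition at one or more dose response concentrations, cut at about 23% in these data, passing the limit was not always enough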;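 note: plate controls were DMSO full reaction for no effect and no enzyme background for full effect; strong numbers were not always called active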
Autophagy HCS: autophagy modulation, high-content screen. 0.98% of 190,000 active. MEF GFP-LC3 puncta imaging; test concentration mostly 10 µM. calls only at 10 µM (by protocol);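 active = percentage of spot-positive cells more than 3 SD above its plate mean, without a fluorescence outlier flag or 80% toxicity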;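 note: spot-positive cell cutoff set from DMSO-treated cells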
bCat nuc transl: alters nuclear translocation of beta-catenin in HeLa cells; AID 1665; 0.3% of 190,000 active; immunofluorescence imaging; nuclear translocation activity, % at 5 µM;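 active = nuclear translocation activity above 50% at 5 µM, with a well cell count of 50 or more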;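 note: per-cell ratio of nuclear to cytoplasmic median beta-catenin stain intensity; plate controls were DMSO negative control for no effect and GSK-3 inhibitor IX positive control for full effect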
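System: Human HeLa cells, endogenous beta-catenin | Compound dosing: 5 µM primary, 0.02–20 µM confirmation | Timing: 24 h compound exposure at 37°C, 5% CO2 | Measured by: Fluorescence imaging of beta-catenin antibody stain plus DAPI | Read-out basis: % activation of per-cell nuclear versus cytoplasmic median beta-catenin signal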
Insulin prom up: MIN6 insulin promoter up-regulation. MIN6 insulin promoter-GFP reporter, high-content imaging; active compounds read high. z-score at 5 µM. 0.3% of 190,000 active. AID 1625;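 active = z-score above 3 at 5 µM with at least 500 cells counted in the well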
MT stabilize HCS: microtubule stabilizers in HeLa cells; HeLa tubulin immunostaining HCS, 24 h; share of cells brighter than vehicle mean+2SD; % tubulin-high responders, % at 10 µM; 0.83% of 200,000 active; AID 2205;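 active = plate Z-score above 3 for both tubulin-high and condensed-nucleus cell shares, with cell loss under 80%, at 10 µM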;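 note: anti alpha tubulin signal scored within the nucleus-defined area of each cell; some results filed as inactive read as strong as hits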
P. falciparum M17LAP: P. falciparum M17LAP inhibitors, primary screen, biochemical, fluorogenic H-Leu-NHMec substrate, 1536-well (AID 1619) | 0.38% of 220,000 active | recombinant M17LAP, H-Leu-NHMec fluorogenic kinetic assay; higher % means a stronger effect | one-dose inhibition, % at 30 µM; IC50 in µM for titrated hits;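 active = compound inhibiting the enzyme by more than half at any dose during confirmatory dose-response retesting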;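 note: plate controls were full reaction with DMSO carrier for no effect and no enzyme background for full effect; strong numbers were not always called active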
Dynein transport cytoplasmic EGFP: recorded beside Dynein transport, whose call it bears; z-score; measured here: cytoplasmic GR-EGFP intensity; active compounds read high
Dynein transport nuclear GR-EGFP: also measured in Dynein transport; calls as there; z-score; measured here: nuclear GR-EGFP intensity;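 lower value marks the stronger effect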
Dynein transport cell count: further read-out of Dynein transport, marked with its call; z-score; measured here: cell count per field
Insulin prom up cell count: also measured in Insulin prom up; calls as there; cell count; measured here: cytotoxicity, nuclei count;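 total cells summed across four imaged fields per well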
bCat nuc transl cell count 5 µM: also measured in bCat nuc transl; calls as there; cell count; measured here: cell count, cytotoxicity flag
MT stabilize HCS Hoechst-high %: also measured in MT stabilize HCS; calls as there; % Hoechst-high responders; measured here: nuclear condensation Hoechst responders;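 share of cells brighter than vehicle mean plus two SD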
MT stabilize HCS cytotoxicity %: further read-out of MT stabilize HCS, marked with its call; toxicity, %; measured here: cytotoxicity by cell density;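 0% = mean cell density of plate MIN control wells and 100% = no cells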
Autophagy HCS cell loss 18 h: further read-out of Autophagy HCS, marked with its call; toxicity, %; measured here: cell loss, nuclei count;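 cell loss after 18 h compound exposure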
Active calls of the source: *; i = inactive; . = no result given.

molecule	CSM14.1 death rescue	Dynein transport	Dynein transport cytoplasmic EGFP	Dynein transport nuclear GR-EGFP	Dynein transport cell count	UTI89 phage lysis	M1AAP inhibition	Autophagy HCS	Autophagy HCS cell loss 18 h	bCat nuc transl	bCat nuc transl cell count 5 µM	Insulin prom up	Insulin prom up cell count	MT stabilize HCS	MT stabilize HCS Hoechst-high %	MT stabilize HCS cytotoxicity %	P. falciparum M17LAP
O=C(C1CC1)N1CCc2cc(S(=O)(=O)NCCC3=CCCCC3)ccc21	-0.9%	-0.337	-0.231	-0.345	0.121	-1.4%	6.6%	i	5.4	0.7	1323	-0.11	1485	4.3	1.4	3.4	1.9%
CC1=C(C(=O)N2CCOCC2)C(c2ccc(-c3ccccc3)cc2)NC(=S)N1 (stereo unspecified)	-0.2%	-0.302	-0.318	0.345	0.258	-0.1%	1.5%	i	5.3	0.4	1045	0.24	1234	4.7	2.4	6.1	1.9%
COc1cccc(C2=NOC(C(=O)NCc3cccs3)C2)c1 (stereo unspecified)	-1.3%	1.45	-0.12	0.875	-1.1	1.2%	8.3%	i	27.3	97.8*	222*	-0.2	1314	21.9*	9.6*	23.7*	3.5%
C=CCNC(=O)c1ccccc1NC(=O)c1ccccc1	0.0%	-1	2.62	0.281	0.221	-2.3%	1.4%	i	1.6	3.1	1129	-1.32	967	1.7	0.7	0.6	-0.1%
O=C(N/N=C/c1cc2c(cc1Br)OCO2)C1COc2ccccc2O1 (stereo unspecified)	-0.4%	0.422	-0.349	-0.138	0.189	0.7%	0.3%	i	8.1	-3.1	1098	-0.05	1611	2.3	1.5	1.4	-10.4%
OCCC1CN(Cc2cn[nH]c2C2CCCCC2)CCN1Cc1ccccc1 (stereo unspecified)	2.5%	-0.554	0.145	-0.431	-0.257	0.2%	6.3%	i	-1.2	0.7	1495	0.57	1383	3.4	1.7	9.4	-7.9%
Nc1nc(-c2cccs2)cs1	-1.2%	-0.381	-0.168	0.0876	-0.398	0.6%	9.3%	i	2.0	-0.6	1372	0.66	1560	4.0	1.4	5.2	-11.8%
c1ccc2[nH]c(SCc3cscn3)nc2c1	-1.2%	1.61	0.185	1.74	-0.932	0.1%	-5.5%	i	-3.2	.	.	0.66	1263	1.7	0.9	45.1	7.1%
CN(C)CCCNC(=O)c1ccc(/C=N/O)nc1	0.6%	-0.414	-0.291	-0.0369	0.13	1.0%	6.5%	i	2.0	-0.2	1509	-1.09	1673	1.5	2.8	3.9	-17.6%
Brc1cc2c(cc1C1Nc3ccccc3C3C=CCC31)OCO2 (stereo unspecified)	-2.2%	-0.125	-0.195	-0.0869	-0.28	2.9%	6.9%	i	2.1	-1.6	859	-0.19	1362	12.5	16.2	20.7	-0.4%
Cc1ccc(S(=O)(=O)Oc2ccccc2N2C(=O)C3CC=CCC3C2=O)cc1 (stereo unspecified)	-2.3%	0.73	-0.194	0.035	-0.00976	0.1%	0.3%	i	-7.7	-4.0	1323	1.11	1451	1.3	1.5	2.2	2.5%
Cc1ccccc1OCC(=O)Nc1ccc(C(N)=O)cc1	1.1%	0.118	-0.247	0.099	-0.051	0.7%	-2.3%	i	-2.3	.	.	0	949	3.1	2.4	1.5	-5.7%
Cc1ccc(S(=O)(=O)n2cnc3cc([N+](=O)[O-])ccc32)c(C)c1C	-0.9%	0.28	-0.175	-0.04	0.224	1.7%	5.2%	i	1.4	3.0	1403	-0.19	1624	1.2	0.9	10.3	11.0%
CCOc1ccc(Nc2nc3ccccc3n3cnnc23)cc1	.	-0.435	-0.0791	-0.0693	0.38	0.4%	5.8%	.	.	-1.0	1305	-1.05	988	.	.	.	9.7%
Brc1ccc(OCc2nnc3n2CCC3)cc1	1.0%	-0.0913	-0.2	-0.211	-0.316	0.4%	-0.1%	i	10.2	-0.3	1143	-0.4	1461	2.1	2.4	3.9	-3.2%
OCCSc1nc(-c2cccnc2)nc2ccccc12	1.9%	-0.241	-0.136	0.319	0.0873	0.6%	8.4%	i	9.5	-9.0	964	0.14	1301	3.9	1.5	5.0	12.8%
CCN(CC)C(=O)CSc1nnc([C@H](Cc2c[nH]c3ccccc23)NC(=O)OC(C)(C)C)o1	1.8%	0.0499	-0.203	0.188	0.245	0.2%	1.9%	i	4.3	0.1	1099	-1.01	1101	2.1	2.1	12.6	-0.6%
Cc1ccc(C(=O)Nc2ncc(C)s2)o1	-5.6%	-0.507	-0.257	-0.111	0.474	2.1%	2.8%	i	-6.3	-4.2	1148	.	.	1.2	1.5	7.7	4.1%
CC(=O)N1CCC(N(CCN2CCOCC2)C(=S)Nc2cccc(C)c2)CC1	1.8%	0.0739	-0.27	-0.117	-0.0477	2.2%	-6.0%	i	-5.6	-0.9	908	.	.	1.8	1.1	7.3	-15.7%
CCc1ccc(C2(O)CC(C(F)(F)F)=NN2C(=O)Cc2ccc([N+](=O)[O-])cc2)cc1 (stereo unspecified)	-1.0%	1.59	-0.273	1.49	-0.381	0.2%	-7.1%	i	3.0	-1.3	1175	.	.	3.1	2.4	10.3	-4.5%
S=C(Nc1ccc(Cl)cc1Cl)NC1CCN(Cc2ccccc2)CC1	-2.7%	-0.584	-0.237	-0.314	0.29	1.0%	12.6%	i	18.8	-0.4	956	0.22	2279	5.7	2.2	8.0	-3.1%
CCOC(=O)c1sc(NC(=O)Nc2ccccc2F)nc1C	-9.8%	-0.1	0.0144	-0.0666	0.53	0.3%	-0.2%	i	-1.4	2.7	502	-0.16	1239	3.0	3.1	4.9	3.4%
COc1ccc2[nH]c(=O)c(CN(CC3CCCO3)C(=S)Nc3ccc(C)cc3)cc2c1 (stereo unspecified)	3.2%	2.55	-0.0239	0.898	-1.52	-0.9%	0.5%	i	6.8	1.7	1538	-1.1	1437	7.1	4.8	6.0	2.9%
O=P(O)(O)c1ccccc1OCCOCCOCCOCCOc1ccccc1P(=O)(O)O	-2.3%	-0.134	-0.273	0.0623	0.594	-0.5%	-0.5%	i	17.7	0.3	548	.	.	2.5	1.8	10.5	11.6%
CCn1c(O)c(N=NC(=O)c2cccnc2)c2cc(Br)ccc21	.	-0.471	-0.216	-0.31	0.569	0.2%	-10.3%	.	.	-1.4	1147	-0.68	1408	.	.	.	5.2%
COc1ccc(S(=O)(=O)Nc2cc(C)ccn2)cc1	1.8%	-0.504	-0.343	-0.351	0.541	-0.3%	7.8%	i	-9.5	-8.3	1218	.	.	1.1	1.4	7.0	0.4%
CC(=O)Nc1cccc(NC(=O)CSc2nc3ccccc3o2)c1	-6.8%	-0.664	-0.366	-0.696	2.24	2.7%	11.1%	i	6.4	0.2	554	1.25	1208	1.4	3.2	4.8	-7.4%
CC(C)[C@H](NC(N)=O)C(=O)Nc1ccc(F)c(Cl)c1	-1.1%	1.91	0.109	1.81	-2.4	-0.3%	-13.3%	i	-4.0	-1.5	1189	0.32	1178	1.6	1.9	2.7	-13.9%
CCOC(=O)C1=C(C)C/C(=N\NC(=O)c2ccccc2O)CC1	.	1.05	-0.166	0.574	-0.347	-0.1%	9.1%	.	.	-0.2	1331	-0.24	1139	.	.	.	10.6%
CCCn1c(N2CCN(CC(=O)NCc3cccs3)CC2)nc2ccccc21	1.6%	-0.498	-0.258	0.39	0.617	1.2%	-3.8%	i	-6.0	1.3	1002	.	.	2.1	1.3	13.1	-6.9%
COc1ccc(S(=O)(=O)NCc2cn3c(C)csc3n2)cc1F	0.8%	-0.178	-0.1	-0.0561	-0.255	4.2%	12.8%	i	-1.1	-1.3	1098	0.32	1781	1.8	3.4	7.9	5.5%
CCOc1ccc(C(=O)Nc2ccc3c(c2)OCCO3)cc1[N+](=O)[O-]	0.3%	-0.825	-0.345	-0.619	0.05	.	6.6%	i	5.1	.	.	.	.	4.5	2.9	4.9	-2.5%
CCC1Oc2ccc(C)cc2N(CC(=O)NCCCN2CCCCC2CC)C1=O (stereo unspecified)	.	0.178	0.731	0.637	1.28	3.2%	4.6%	i	-4.8	.	.	0.52	1292	1.7	1.1	4.5	4.4%
CC(C)(C)c1cc(C(=O)NCc2cc(F)cc3c2OCOC3)n(Cc2ccccc2)n1	.	-0.833	-0.241	-0.499	0.793	-1.0%	4.4%	.	.	-1.7	1185	-1.41	1472	.	.	.	7.2%
COc1ccc(-c2nn3c(C4CCCCC4)nnc3s2)cc1OC	1.3%	-0.0557	-0.152	0.438	-0.134	0.2%	4.2%	i	18.6	0.5	1184	0.75	1119	5.8	2.3	7.7	-3.8%
COCCNC(=O)COC(=O)c1ccc(S(=O)(=O)N2CCOCC2)cc1	0.4%	-0.623	-0.278	-0.415	0.894	.	6.7%	i	-28.6	0.5	1072	.	.	5.3	1.8	0.5	-8.9%
